Pol iota inh – DNA polymerase iota (human) inhibition; Q9UNA4; Pol iota fluorescent replication assay, 10 min; Potency, µM (top dose mostly 115 µM), inactives show top-dose activity, negative = inhibition, hits mostly inhibitors; hit rate 1% among 390,000
Target sequence (Q9UNA4 whole entry, looked up): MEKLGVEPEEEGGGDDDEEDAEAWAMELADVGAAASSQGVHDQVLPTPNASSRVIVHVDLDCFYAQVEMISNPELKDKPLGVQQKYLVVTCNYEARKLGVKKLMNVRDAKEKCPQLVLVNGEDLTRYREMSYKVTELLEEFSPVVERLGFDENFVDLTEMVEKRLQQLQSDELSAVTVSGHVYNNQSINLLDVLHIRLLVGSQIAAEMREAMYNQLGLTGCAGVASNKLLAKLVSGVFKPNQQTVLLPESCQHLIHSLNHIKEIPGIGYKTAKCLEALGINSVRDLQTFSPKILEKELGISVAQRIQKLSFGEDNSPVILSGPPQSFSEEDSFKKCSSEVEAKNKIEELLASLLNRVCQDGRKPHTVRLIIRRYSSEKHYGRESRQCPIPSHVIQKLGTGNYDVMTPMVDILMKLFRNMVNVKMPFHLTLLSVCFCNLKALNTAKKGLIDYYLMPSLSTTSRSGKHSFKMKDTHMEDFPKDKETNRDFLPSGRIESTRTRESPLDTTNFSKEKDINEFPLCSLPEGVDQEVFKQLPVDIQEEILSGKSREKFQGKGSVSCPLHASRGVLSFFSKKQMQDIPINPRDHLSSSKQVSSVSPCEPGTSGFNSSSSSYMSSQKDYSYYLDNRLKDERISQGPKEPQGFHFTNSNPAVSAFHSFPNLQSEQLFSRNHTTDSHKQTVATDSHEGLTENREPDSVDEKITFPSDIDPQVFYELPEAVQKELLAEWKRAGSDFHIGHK
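Fluorescent replication assay read twice, at 0 min and 10 min after adding 50 nM (final) substrate. Enzyme (10 nM) and compounds were first incubated 15 min at room temperature; enzyme-free buffer wells were negative controls.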
Pol eta inh – inhibitors of human DNA polymerase eta. Q9Y253. recombinant Pol eta, fluorescent DNA replication assay. Potency, µM (series often up to 114 µM), without a hit: top-dose activity change, negative = inhibition, most hits filed as inhibitors. hit rate 1.2% among 390,000; further: on the % scale 0 is the no-effect control and ±100 the full control effect
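Pol eta (10 nM) was preincubated with compounds for 15 min at room temperature, after which fluorescent replication substrate (50 nM final) was added to start the reaction. Fluorescence was read kinetically at 0 and 10 min.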
POLK inh – DNA polymerase kappa (human) inhibition | Q9UBT6 | hit rate 0.53% among 400,000 | Potency, µM (series often up to 107 µM), for inactives: top-dose activity, negative = inhibition, most hits filed as inhibitors | AID 588579 | purified Pol kappa, fluorescent DNA synthesis assay, 10 min; further: on the % scale 0 is the no-effect control and ±100 the full control effect
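Readout: fluorescence, taken kinetically at 0 and 10 min. Conditions: 10 nM Pol kappa, 15 min RT compound preincubation, 50 nM substrate final. Controls: enzyme-free buffer wells.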
Numbers without * were called inactive; u = inconclusive; & = joins results of further samples; [ ] = another dose, or the depositor's remark. The call rests on the fitted dose curve; in most records, active means well fitted inhibition curve with a large enough effect; inconclusive means small, poorly fitted or top-dose-only effect, or another doubt; inactive means no such curve, though single readings can be large or run the other way. Potency means the concentration at half of the fitted maximal effect.

Each structure is followed by: Pol iota inh | Pol eta inh | POLK inh
O=C(CN1C(=O)c2ccccc2C1=O)NC1(C(=O)O)CCCC1
  50%[activator] | -15% | 1%
COc1ccc(C(=O)Nc2cccc([N+](=O)[O-])c2)cc1Br
  18% | u | -10%
CC(=O)C1(O)C(C)CC2C3CC=C4CC(O)CCC4(C)C3CCC21C (stereo unspecified)
  9% | -17% | -12%
COc1ccc2c(c1)CCNC2Cc1ccc(OC)c(O)c1 (stereo unspecified)
  88%[activator] | -17% | -24%
Cc1ccc(NC(=S)N2CCN(Cc3ccc4c(c3)OCO4)CC2)c(C)c1
  10% | 14% | -10%
S=C(Nc1cccc2ccccc12)Nc1cccc2ccccc12
  31%[activator] | -20% | 5%
NC(=O)CC(NC(=O)c1ccccc1)C(=O)O (stereo unspecified)
  26% | -13% | -2%
COc1ccc(C=CC(O)CCN2CCC3CCC(C3)C2)cc1 (stereo unspecified)
  30% | -5% | 2%
Cc1ccsc1C(=O)Nc1cc(Cl)ccc1-n1cncn1
  -6% | -9% | -17%
CCOC(=O)N1CCN(C(=O)c2cccc(S(=O)(=O)Nc3ccc(F)cc3)c2)CC1
  23% | -12% | -7%
COC(=O)/C=C\C(C#N)(C#N)N=Cc1ccc(OC)cc1
  11% | -5% | -17%
CC(=O)NC1CCC(OC(=O)Nc2ccccc2)CC1 (stereo unspecified)
  106%[activator] | -13% | -2%
O=C(Cc1cccs1)Nc1nnc(COc2ccccc2)s1
  -21% | -15% | -24%
CCCN(C(=O)c1cc(S(=O)(=O)N2CCN(CC)CC2)ccc1Cl)C1CCS(=O)(=O)C1 (stereo unspecified)
  -3% | -15% | -1%
CC1(C)CC(=O)C(C=Nc2ccncc2)=C(O)C1
  u | -6% | -9%
CN1CCN(S(=O)(=O)c2cccc(C(=O)N(Cc3ccccc3)c3ccccc3)c2)CC1
  4% | -4% | -22%
CCOC(=O)c1c(C)[nH]c(C(=O)COC(=O)[C@H](C)N2C(=O)C3CCCCC3C2=O)c1C (stereo partly specified)
  u | u | u
CC(=O)c1ccc(OCc2cn(CC(=O)c3ccc(O)cc3)nn2)cc1
  u | -7% | -2%
COc1nc(Nc2ccccc2)nc(OC)n1
  18% | -17% | 3%
O=C(Cc1cccc(NC(=O)C2CCCN(C(=O)CCc3ccccc3)C2)c1)Nc1ccc(C(=O)N2CCCCC2)cc1 (stereo unspecified)
  -8% | -13% | 7%

Of the compounds above, six have nitrogen in an aromatic ring:
Each structure is followed by: Pol iota inh | Pol eta inh | POLK inh
Cc1ccsc1C(=O)Nc1cc(Cl)ccc1-n1cncn1
  -6% | -9% | -17%
O=C(Cc1cccs1)Nc1nnc(COc2ccccc2)s1
  -21% | -15% | -24%
CC1(C)CC(=O)C(C=Nc2ccncc2)=C(O)C1
  u | -6% | -9%
CCOC(=O)c1c(C)[nH]c(C(=O)COC(=O)[C@H](C)N2C(=O)C3CCCCC3C2=O)c1C (stereo partly specified)
  u | u | u
CC(=O)c1ccc(OCc2cn(CC(=O)c3ccc(O)cc3)nn2)cc1
  u | -7% | -2%
COc1nc(Nc2ccccc2)nc(OC)n1
  18% | -17% | 3%

Next part:
Each structure is followed by: Pol iota inh | Pol eta inh | POLK inh
CC(=O)N(C)c1ccc(N2CCOCC2)c2c1C(=O)c1ccccc1C2=O
  19% | -2% | 10%
CC1(CNC(=O)C(=O)NCC2(C)CO2)CO1 (stereo unspecified)
  45%[activator] | -16% | -3%
COc1ccccc1-n1nnnc1SCC(=O)NCC1(N2CCCCC2)CCCCC1
  32%[activator] | -23% | 6%
COc1ccc(OC)c(NC(=O)C(C)OC(=O)c2cc3ccccc3[nH]2)c1 (stereo unspecified)
  -11% | -10% | -22%
CCOC(=O)C[C@H]1c2cc(C(F)(F)F)ccc2S(=O)(=O)N1C(C)C
  21%&-3% | -8% | -9%&-13%
O=C(NCc1ccncc1)c1ccc(OCc2ccccc2)cc1
  34%[activator] | -19% | -4%
O=C(CCNS(=O)(=O)c1ccc(OC(F)(F)F)cc1)Nc1cccc(S(=O)(=O)N2CCCC2)c1
  -4% | -27% | 4%
O=C(C1CC1)N1CCN(c2ccc([N+](=O)[O-])cc2)CC1
  26% | -5% | 8%
CC(=O)Oc1ccc(Cl)cc1CN(C(C)=O)C1CCCCC1
  -16% | -10% | -7%
O=C(Nc1cccc(NC(=O)c2cc([N+](=O)[O-])ccc2Cl)n1)c1cc([N+](=O)[O-])ccc1Cl
  -1% | -5% | 1%
O=[N+]([O-])c1cc(Br)ccc1C[n+]1ccccc1
  129%[activator] | -7% | -2%
CN(C)c1nc(N)c(C#N)c(C#N)c1C#N
  52%[activator] | -15% | -9%
CCOc1ccc(-c2nnc3ccc(SCC(=O)N4CCN(c5ccccc5)CC4)nn23)cc1
  17% | -10% | 7%
COc1ccccc1NS(=O)(=O)c1cc(C(=O)NCCCN2CCCC2=O)ccc1C
  27% | -7% | -14%
CC(NC(=O)C(c1ccccc1)c1ccccc1)c1ccccc1 (stereo unspecified)
  -13%[58.9 µM] | -7% | -4%
O=S1(=O)CCOC[C@H](Cc2ccccc2)N1Cc1cccc(C(F)(F)F)c1
  u | u | -35%
Cn1nc(-c2ccccc2F)c2cc(C(=O)N3CCN(C(=O)c4ccco4)CC3)sc21
  -3% | -15% | 4%
CN(CC(=O)Nc1ccc(OC(F)(F)F)cc1)C(=O)c1ccccc1SCC(=O)N1CCCC1
  20% | -15% | -17%
O=C(NCCCCc1ccccc1)c1ccc(F)cc1
  -8% | -12% | 4%
O=C([O-])c1cc(-c2ccccc2)cc(-c2ccccc2)[n+]1CCc1ccc(Cl)cc1
  -1% | -10% | -7%

Complete entries from above. Screens in order: Pol iota inh | Pol eta inh | POLK inh
O=S1(=O)CCOC[C@H](Cc2ccccc2)N1Cc1cccc(C(F)(F)F)c1 reads u | u | -35%
COc1ccccc1NS(=O)(=O)c1cc(C(=O)NCCCN2CCCC2=O)ccc1C reads 27% | -7% | -14%

Other records follow.
structure | Pol iota inh | Pol eta inh | POLK inh
O=C1CCC2(CCCCC2)N1 | 24% | -10% | 4%
Cc1ccc(S(=O)(=O)N2CCN(C(=O)COC(=O)c3nc(Cl)ccc3Cl)CC2)c(C)c1 | 12% | -20% | 0%
Cc1ccc(NS(=O)(=O)c2cccc(C(=O)NC3CCN(Cc4ccccc4)CC3)c2)cc1 | 12% | -21% | -15%
Cc1ccc(C(=O)N2CCCC(Nc3ccc(C)c(C)c3)C2)c(=O)[nH]1 (stereo unspecified) | -14% | -11% | -1%
O=C(c1ccc([N+](=O)[O-])cc1)N1CCOCC1 | -17% | -3% | -16%
O=C1c2cccc(Cl)c2C(=O)c2c1cccc2N1CCCC1 | u | -4% | -7%
O=C(Nc1ccccc1)SC1CCCCC1 | 8% | -11% | -15%
CCCc1nc2c(s1)CCc1onc(-c3ccc(Br)cc3)c1-2 | u | -11% | -8%
N#C/C(=C/c1ccc(-c2ccc(S(=O)(=O)N3CCOCC3)cc2)o1)C(=O)NC1CC1 | 31% | -12% | -6%
CCOC(=O)[C@@H]1[C@H]2COc3cc(OC)ccc3[C@@H]2N2C(=O)N(c3ccc(Br)cc3)C(=O)[C@]12C | 7% | -13% | -4%
CCCC(=O)N1CCc2cc(OC)c(OC)cc2C1c1cc2cc3c(cc2[nH]c1=O)OCO3 (stereo unspecified) | 41%[activator] | -13% | -3%
Cc1cc(=O)oc2c(CN3CCOCC3)c(O)ccc12 | 10% | 11% | -2%
CCOC(=O)C(Cc1nc(OCc2ccccc2)cc(OCc2ccccc2)n1)=NO | 10% | -30% | -5%
CC1CN(C(=O)/C=C/c2cccc([N+](=O)[O-])c2)CC(C)O1 (stereo unspecified) | 8% | -8% | -12%
O=C(CC(=O)N1CCOCC1)N1CCOCC1 | 23% | -17% | 4%
CCOc1ccc(OCCC(=O)OCC(=O)Nc2cc(S(=O)(=O)N3CCOCC3)ccc2OC)cc1 | -29% | -6% | -9%
Cc1ccc(Cn2c(C3CCCN3c3nc(-c4cc(Cl)c(N)c(Cl)c4)cs3)nc3cc(Cl)c(Cl)cc32)cc1 (stereo unspecified) | 25% | -20% | 0%
O=C(c1cc2ccccc2[nH]1)N1O[C@@H]2C=C[C@H]1C2 | 50%[activator] | -16% | -12%
Cn1cnc2nc[nH]c2c1=O | 10% | -2% | -6%
C[C@H](O)[C@@H]1C(=O)N2CCc3ccc(-c4cccc(F)c4)cc3[C@@H]2C[C@@H]1N(C)C(=O)C(C)(C)C | -10% | -11% | -11%
NC(=N\N=Cc1ccccc1)/C(N)=N/N=Cc1ccccc1 | 30% | 1% | -4%
COc1ccc(-c2ccc3c(c2)C2CC3CCN2Cc2ccc(OC(F)(F)F)cc2)cc1 (stereo unspecified) | -5% | -18% | 19%
C[C@H]1CN(S(=O)C(C)(C)C)[C@H](CCO)/C1=C\c1ccccc1 (stereo partly specified) | -19% | -2% | -8%
COc1ccc(NC(=O)[C@@H]2CC=C[C@@H]3CCN(Cc4ccc(Cl)c(Cl)c4)C(=O)[C@@H]32)cc1 | u | -12% | -11%&-15%
Nc1nc(SCc2ccccc2)c2ncn(C3OC(CO)C(O)C3O)c2n1 (stereo unspecified) | 46%[activator] | -5% | 3%
Cc1cc2nccnc2cc1C | 12% | -18% | 1%
CC(=O)Oc1ccc2occ(C(=O)c3ccccc3)c2c1 | -12% | -1% | -20%
CCCC[C@@H]1CN=C(N)N1CCc1cccc(F)c1 | -13% | -5% | -5%
CC12CCC(O)CC1=CCC1C2CCC2(C)C(c3ccn[nH]3)CCC12 (stereo unspecified) | -14% | -11% | -1%
O=C(Nc1c(F)cccc1F)C(c1ccccc1)c1ccccc1 | 39%[activator] | 3% | -3%
COc1cc(C=NNc2nc3c([nH]2)c(=O)n(C)c(=O)n3C)ccc1O | 26% | -3% | -3%
COc1cnn(-c2cccc(Cl)c2)c(=O)c1Cl | 19% | 10% | 4%
O=[N+]([O-])c1ccc(NN=Cc2cc(Br)ccc2O)nc1 | u | u | -8%
CC(=NNC(=S)N1CC2CCC(CC2)C1)c1cccc(C)n1 | 20% | -13% | -13%
N#Cc1c(NC(=O)CSc2ncccn2)oc(-c2ccccc2)c1-c1ccccc1 | u | 10µM* | u
O=C1OCCN1N=Cc1ccco1 | 52%[activator] | -9% | -6%
COCC(Cc1ccccc1)NC(=O)Cn1cc(C)c(=O)[nH]c1=O (stereo unspecified) | -3% | 1% | -3%
Nc1nc(=S)ss1 | 28µM* | -2% | -12%
COCCN1CCN(c2c(C)c(C)nc3cc(-c4cccc(OC)c4)nn23)CC1 | u | -14% | -10%
COc1ccc(C(=O)c2ccccc2C(=O)c2ccccc2)cc1 | 11% | -19% | -12%
COc1cc2c(cc1OC)C(=Cc1ccc(N(C)C)cc1)C=C2 | u | -14% | -10%
N#Cc1cc(Oc2ccc(Cl)cc2)c(N2CCOCC2)cc1C#N | -5% | -12% | 4%
C#CC1(O)CCC2C3CCC4=C(CCC(=O)C4)C3CCC21C (stereo unspecified) | 90%[activator] | -24% | -3%
CC1CN(C2CCCCC2)C(=S)N(c2ccccc2)C1=O (stereo unspecified) | 51%[activator] | -4% | -2%
O=C(Cc1ccc(Cl)cc1)c1ccccc1 | 18% | -5% | -20%
O=C(CN1CCN(S(=O)(=O)c2cc(Br)ccc2Br)CC1)NCc1ccccc1Cl | -9% | -20% | -22%
COC(=O)C1=C(C(=O)OC)[C@@H]2N(C)c3ccc(OC)cc3[C@@]23C[C@@H](C(=O)OC)N(C(=O)NCCBr)C3=N1 | 17% | -12% | -2%
CCCCOC(=O)C1=C(C)NC(=O)NC1c1ccc2c(c1)OCO2 (stereo unspecified) | -2% | -16% | 16%
COC(=O)CCNC(=O)c1ccc2nc(Cc3ccc(OC)cc3)oc2c1 | 70%[activator] | -17% | 1%
O=c1onc(-c2ccccc2Cl)n1-c1ccccc1Cl | 123%[activator] | -18% | -2%

Additional structures follow.
structure | Pol iota inh | Pol eta inh | POLK inh
CCOc1ccc(NC(=O)CN2C(=O)NC(C)(c3ccc4c(c3)OCCCO4)C2=O)cc1OCC (stereo unspecified) | 36%[activator] | -21% | 3%
Nc1nc(-c2ccccc2)c(CCCOc2ccc([N+](=O)[O-])cc2)c(=O)[nH]1 | 19% | u | -4%
Nc1cc2c(cc1Br)-c1ccc(F)cc1C2=O | u | u | u
Cc1ccc(S(=O)(=O)N(C)c2ccc(OCC(=O)OCc3nnc(-c4ccccc4)o3)cc2)cc1 | -25% | -7% | -5%
C=C1C(=O)OC2C1CCC(C)=C1C(=O)C3OC3(C)C12 (stereo unspecified) | u | 89µM* | 16%
CC(=NNC(=O)c1ccncc1)c1cccc(Br)c1 | -9% | -16% | -5%
CC(=O)N(Cc1ccccc1)C1CC(=O)N(Cc2ccccc2)C1=O (stereo unspecified) | 48%[activator] | -6% | -5%
O=C(NCCCN1CCOCC1)c1onc(CSc2ccc(F)c(F)c2)c1C(=O)NCCCN1CCOCC1 | u | -3% | -7%

Compound activity deposited in PubChem by National Center for Advancing Translational Sciences (NCATS).

An excerpt; rates above refer to the full screens.
